Screens from PubChem.
TAAR1 antagonist – human TAAR1 antagonism. Q96RJ0. inhibition, % at 3 µM. CHO RD-HGA16 TAAR1, Fluo-8 calcium fluorescence, antagonist. 1.5% of 360,000 active;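 active means inhibition above a per-plate cutoff, the mean inhibition of test compounds on that plate plus 3 SD, cut at about 49% in these data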;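 further: 0% = DMSO plus EC80 beta-PEA response and 100% = DMSO alone without agonist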
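Assay system: RD-HGA16 CHO cells with stable hTAAR1 and Gα16 / Reagent: EC80 β-phenethylamine stimulus / Doses: 3 µM, single point / Timing: dye loading 75 min at 37 °C, then 30 min room temperature / Measured by: Fluo-8 intracellular calcium dye fluorescence, real-time kinetic reads / Controls: vehicle wells and EC80 agonist wells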
OXTR ag – activates the human oxytocin receptor. CHO-OTR cells, Fluo-8 calcium fluorescence; normalized: DMSO 0%, oxytocin 100%. activation, % at 3 µM. 0.32% of 320,000 active. AID 2435;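 active means activation above the mean of all tested compounds plus 3 SD, cutoff set per screening run, cut at about 20% in these data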;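 further: peak over basal fluorescence ratio from a 100 s FLIPR kinetic read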
GPR7 antagonist – human neuropeptides B/W receptor 1 antagonism; 1.1% of 290,000 active; inhibition, % at 4.4 µM; P48145; GPR7-expressing cells, fluorescence antagonist assay; in the data active means inhibition above about 16%, passing the limit was not always enough;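 further: cells stimulated with the agonist NPW; 0% = agonist with vehicle and 100% = vehicle without agonist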
Target sequence (P48145 whole entry, looked up): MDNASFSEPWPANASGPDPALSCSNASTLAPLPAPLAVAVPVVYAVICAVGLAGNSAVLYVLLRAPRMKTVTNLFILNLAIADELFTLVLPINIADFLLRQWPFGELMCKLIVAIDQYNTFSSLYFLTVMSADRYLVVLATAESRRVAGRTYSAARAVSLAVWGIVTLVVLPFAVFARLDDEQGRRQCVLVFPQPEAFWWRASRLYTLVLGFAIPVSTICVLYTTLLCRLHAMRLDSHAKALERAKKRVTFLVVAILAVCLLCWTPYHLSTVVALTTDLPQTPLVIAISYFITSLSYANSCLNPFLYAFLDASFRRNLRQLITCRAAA
CHO parental Ca – counter-screen for OX1R antagonists: effect in parental CHO cells. parental CHO-K1, ATP-induced calcium, Fluo-8 fluorescence. inhibition, % at 5.6 µM. 0.63% of 330,000 active;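 active means inhibition above that plate's mean sample inhibition plus 3 SD, cut at about 26% in these data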;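 further: 0% = ATP-challenged DMSO wells and 100% = DMSO wells without ATP; some compounds past the cut are filed as inactive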
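Assay system: untransfected parental CHO cell line. Also added: ATP agonist challenge. Dosing: one dose, 5.6 µM nominal. Measured by: Fluo-8 fluorescence. Read-out: % inhibition. Benchmarks: ATP wells versus no-ATP DMSO wells. Repeats: no replicates.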
CHO-K1 Ca antag – M1 antagonist counterscreen hit in parental CHO-K1 cells | 0.6% of 360,000 active | inhibition, % at 3 µM | AID 602250 | ATP-induced calcium, Fluo-8 fluorescence;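 active means inhibition above a per-plate cutoff, the plate's mean sample inhibition plus 3 SD, cut at about 24% in these data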;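 further: 0% = DMSO plus EC80 ATP and 100% = DMSO alone without ATP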
V1aR counter – counter-screen for oxytocin receptor agonists: human V1a receptor agonists. 0.25% of 320,000 active. activation, % at 3 µM. CHO-V1R cells, Fluo-8 calcium fluorescence, agonist mode; 0% DMSO, 100% 3 nM vasopressin. P37288;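 active means activation above the mean activation of all tested compounds plus 3 SD, per screening run, cut at about 20% in these data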;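 further: signal is peak over basal fluorescence ratio across a 100 second FLIPR read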
Target sequence (P37288 whole entry, looked up): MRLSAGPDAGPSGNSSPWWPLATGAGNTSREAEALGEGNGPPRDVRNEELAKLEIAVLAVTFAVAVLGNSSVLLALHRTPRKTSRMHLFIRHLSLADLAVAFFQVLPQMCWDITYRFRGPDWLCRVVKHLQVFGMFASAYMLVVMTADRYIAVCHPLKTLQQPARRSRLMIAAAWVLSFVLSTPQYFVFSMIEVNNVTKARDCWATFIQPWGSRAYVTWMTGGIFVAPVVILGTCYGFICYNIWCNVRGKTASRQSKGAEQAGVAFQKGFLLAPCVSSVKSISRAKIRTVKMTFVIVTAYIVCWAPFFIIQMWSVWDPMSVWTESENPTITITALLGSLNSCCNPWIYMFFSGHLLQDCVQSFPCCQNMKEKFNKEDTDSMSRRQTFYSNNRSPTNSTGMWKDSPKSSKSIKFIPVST
CHO-K1 Ca ag – M1 agonist counterscreen hit in parental CHO-K1 cells. Fluo-8 calcium fluorescence; scaled to maximal ATP response, vehicle zero. activation, % at 3 µM. 0.48% of 360,000 active; in the data active means activation above about 15%;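 further: untransfected CHO-K1 host cells lacking M1 receptor as counterscreen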
OXTR potentiator – potentiates the human oxytocin receptor response | CHO-OTR cells, Fluo-8 calcium fluorescence, potentiator mode; 0% = oxytocin EC15, 100% = EC100 | activation, % at 3 µM | 0.061% of 320,000 active | AID 2445;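 active means activation above that plate's cutoff, the mean activation of tested compounds plus 3 SD, cut at about 6.6% in these data, passing the limit was not always enough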;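 further: 100% uses oxytocin at 75 nM as the full agonist control; some results filed as inactive read as strong as hits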
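Material: human OTR in CHO cells. Compound: 3.0 µM, one dose. Timing: compound 6 min at room temperature before oxytocin, 100 s read. Evaluation: % activation of max/min ratio relative to oxytocin controls. Replication: single well per compound, singlicate. Signal: Fluo-8 calcium dye fluorescence.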
CHO-K1 Ca PAM – M1 PAM counterscreen hit in parental CHO-K1 cells. ATP EC20, Fluo-8 calcium fluorescence; 0% at ATP EC20, 100% at ATP max. activation, % at 3 µM. 0.02% of 360,000 active. AID 602247;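 active means activation above the run cutoff, the mean activation of all test compounds plus 3 SD, cut at about 40% in these data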;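 further: peak over basal fluorescence ratio in a 140 s read after ATP addition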
* = called active by the depositor; nt = not tested or not shown.

cpd	Structure	TAAR1 antagonist	OXTR ag	GPR7 antagonist	CHO parental Ca	CHO-K1 Ca antag
1	O=C(NCCOc1ccc(F)cc1)C1CCC(=O)N(CC2CCCCC2)C1 (stereo unspecified)	-3	1.2	-4	-25	-11
2	CC(=O)N(C)c1ccc(NC(=O)c2ccccc2C(=O)O)cc1	1	0.4	-5	3	-3
3	CCOC(=O)[C@@H]1[C@H]2COc3cc(OC)ccc3[C@H]2N2C(=O)N(c3cccc(C)c3)C(=O)[C@]12C	10	-0.2	nt	-11	-5
4	Cc1cccc(C(=O)Oc2ccc(/C=N/NC(=O)c3ccccc3O)cc2)c1	68*	7.3	-5	14	6
5	Cn1ccc2c(-c3ccc(C(=O)O)cc3)cc3c(c21)C1CCC3C1 (stereo unspecified)	-15	nt	nt	nt	-3
6	CCOc1ccc2c(c1)c(C(C)=O)c(C)n2-c1ccccc1	-8	-2.4	6	-23	5
7	COC(=O)C1=C(C)NC(C)=C(C(=O)OC)C1c1ccccc1OCc1c(C)no[n+]1[O-]	1	-0.2	-8	-35	-13
8	Nc1c(C(=O)O)cnc2nc(N3CCOCC3)nn12	-7	0.0	-2	-4	-2
9	COc1cc(CC(=O)O)ccc1O	-9	0.1	nt	-6	14
10	CC1(C)C(=O)Nc2ccccc2N1C(=O)COC(=O)COc1cccc(C(F)(F)F)c1	25	-0.7	nt	-7	3
11	CC(=O)c1sc(-c2ccc(F)cc2F)nc1C	-26	-2.3	-8	-1	-9
12	Cc1cc(C)n2nc(C(=O)NCc3ccccc3)cc2n1	10	-0.2	-8	-10	-5

cpd	V1aR counter	CHO-K1 Ca ag	OXTR potentiator	CHO-K1 Ca PAM
1	2.0	1.2	-5	12
2	0.1	0.6	4	12
3	1.0	0.1	-9	14
4	6.9	9.8	-11	8
5	nt	0.0	nt	5
6	-0.2	5.6	-8	15
7	0.1	0.4	-4	32
8	0.1	-0.5	-2	11
9	0.1	-0.2	-3	1
10	2.1	5.8	-9	-10
11	0.9	0.4	-1	14
12	0.2	0.1	-2	-4

Following part:
cpd	Structure	TAAR1 antagonist	OXTR ag	GPR7 antagonist	CHO parental Ca	CHO-K1 Ca antag
13	OC(COC(c1ccccc1)c1ccccc1)CN1CCc2ccccc2C1 (stereo unspecified)	-1	0.6	-1	-24	-1
14	CC1(C)Cc2cccc(OCC(=O)N3CCN(c4ccc(F)cc4)CC3)c2O1	0	-2.6	nt	-19	-2
15	COc1ccc(NC(=O)COC(=O)CN2C(=O)C3CCCCC3C2=O)cc1OC (stereo unspecified)	5	9.3	nt	-4	-1
16	Nc1nnc(CSCc2ccccc2Cl)s1	20	1.0	-11	-2	2
17	COC(=O)c1c(C(=O)OC)c2ccncn2c1Cl	2	0.7	13	-4	-4
18	COc1ccc(-c2nn(CCC#N)cc2/C=N/O)cc1OC	-2	0.9	-10	11	-5
19	O=C(CNc1cccc2ccccc12)N/N=C/c1cccc(Oc2ccccc2)c1	2	0.2	-10	2	-3
20	Cc1ccc(NS(=O)(=O)c2ccc3c(c2)NC(=O)CCS3)c(Cl)c1	-3	7.2	-2	-10	-12
21	CCOc1ccc(NC(=O)CN(C)C(=O)C2CCCO2)cc1OCC (stereo unspecified)	-9	nt	nt	nt	5
22	Cc1ccc(Cl)cc1N1CCN(CC(O)COCc2ccco2)CC1 (stereo unspecified)	-14	0.8	-2	-20	-12
23	COc1ccc(OC)c(S(=O)(=O)Nc2ccccc2C(=O)O)c1	-5	-0.2	3	1	-6
24	CC(N=Cc1cccc(O)c1O)c1ccccc1 (stereo unspecified)	nt	0.1	-4	-19	-5

cpd	V1aR counter	CHO-K1 Ca ag	OXTR potentiator	CHO-K1 Ca PAM
13	4.2	3.6	-11	12
14	-1.9	-0.1	-1	8
15	8.2	8.0	-11	-5
16	0.6	0.3	1	-5
17	0.3	-0.3	1	7
18	0.4	0.1	1	13
19	-1.1	0.1	-13	18
20	13	14	-5	12
21	nt	0.1	nt	5
22	2.6	2.4	-5	25
23	0.3	0.1	-22	11
24	-0.3	0.1	-10	-4

Results in V1aR counter, for four of the compounds above:
entry	structure	V1aR counter
13	OC(COC(c1ccccc1)c1ccccc1)CN1CCc2ccccc2C1 (stereo unspecified)	4.2
14	CC1(C)Cc2cccc(OCC(=O)N3CCN(c4ccc(F)cc4)CC3)c2O1	-1.9
15	COc1ccc(NC(=O)COC(=O)CN2C(=O)C3CCCCC3C2=O)cc1OC (stereo unspecified)	8.2
16	Nc1nnc(CSCc2ccccc2Cl)s1	0.6

Additional records follow.
cpd	Structure	TAAR1 antagonist	OXTR ag	GPR7 antagonist	CHO parental Ca	CHO-K1 Ca antag
25	CCN(CC)CCn1c2c(c(SCC(=O)Nc3nc4ccccc4s3)nc1=O)CCCC2	1	1.1	nt	-29	28*
26	Cc1ccc2nc(NC(=O)CCNS(=O)(=O)c3ccc(Br)s3)sc2c1	nt	4.3	-13	1	-3
27	O=C(Nc1ccc(Cl)c(S(=O)(=O)N2CCOCC2)c1)c1cn2ccccc2n1	-18	-0.5	-7	-9	-5
28	Nc1nc(SCC(=O)Nc2ccc(Br)cc2Br)n[nH]1	-5	0.2	nt	-16	-8
29	O=C(CCc1ccccc1)Nc1ncn[nH]1	-15	0.7	2	1	-11
30	Cc1cc(N2C(=O)C(O)=C(C(=O)c3ccc(C)o3)C2c2cccc(Cl)c2)no1 (stereo unspecified)	-46	nt	nt	nt	-8
31	CC1CCCN(C(c2cccs2)c2nnnn2Cc2ccccc2)C1 (stereo unspecified)	7	-1.3	0	12	2
32	O=C(c1ccc2c(c1)C(=O)N(Cc1ccco1)C2=O)N1CCOCC1	-7	1.3	-1	-10	-4
33	O=C(Cn1cc(SCc2ccc(Cl)cc2)c2ccccc21)N1CCOCC1	7	1.8	-8	-17	7
34	C=CCNC(=O)Cn1c(=O)c2c(ncn2CCC(C)C)n(Cc2ccccc2)c1=O	-10	0.2	-14	-23	1
35	Cn1c(N)c(C(=O)COC(=O)c2ccc(C(F)(F)F)cc2)c(=O)n(C)c1=O	3	13	nt	-18	-12
36	Cc1nnc(SCc2ccccc2)n(N)c1=O	2	-0.9	-6	-4	-4

cpd	V1aR counter	CHO-K1 Ca ag	OXTR potentiator	CHO-K1 Ca PAM
25	1.0	-0.4	2	-14
26	4.2	1.0	-1	2
27	0.6	0.6	-4	3
28	0.3	0.3	-3	3
29	-0.7	0.5	-12	24
30	nt	-0.7	nt	11
31	1.7	-0.2	-15	13
32	0.5	7.2	3	17
33	0.7	1.4	-13	-10
34	1.5	-0.1	3	-8
35	11	2.1	-7	14
36	0.6	0.4	-1	20

Structures above shown as hits in TAAR1 antagonist:
nr	Structure	TAAR1 antagonist	GPR7 antagonist	OXTR potentiator
4	Cc1cccc(C(=O)Oc2ccc(/C=N/NC(=O)c3ccccc3O)cc2)c1	68*	-5	-11

(cont.)
cpd	Structure	TAAR1 antagonist	OXTR ag	GPR7 antagonist	CHO parental Ca	CHO-K1 Ca antag
37	Cc1ccc(NS(=O)(=O)c2cc(C(=O)N(C)C)ccc2C)cc1C	20	nt	-7	nt	8
38	Cc1ccccc1OCCOC(=O)c1c(-c2ccccc2)noc1C	32	-0.1	-7	-20	-17
39	OCCC1CN(Cc2cc3ccccc3o2)CCN1Cc1ccc(F)cc1 (stereo unspecified)	-3	0.4	-9	-13	-6
40	CCOC(=O)CCc1cnccc1-c1cccc(OC)c1O	0	0.1	nt	-9	-8
41	COc1cccc(N2CCN(C3C4CC5CC(C4)CC3C5)CC2)c1 (stereo unspecified)	-21	-0.8	-18	-13	-14
42	Cc1oc(-c2ccccc2F)nc1CN1CCC(C(=O)NCc2ccco2)CC1	-7	-0.9	-11	-9	-7
43	C=CCN(CC(=O)NCC1CCCO1)C(=O)CCC(=O)Nc1cc(C)on1 (stereo unspecified)	11	-1.0	-10	4	1
44	CCOC(=O)N1CCN(C(=O)C(c2ccccc2)c2ccccc2)CC1	-12	-1.6	1	-5	-13
45	Cc1cc(SCc2ccc([N+](=O)[O-])cc2)nc(=O)[nH]1	-3	0.1	26*	-12	-7
46	Cc1cc(C)c(C)c(S(=O)(=O)Nc2ccccc2N2CCOCC2)c1C	20	0.9	nt	-18	5
47	CCOC(=O)Cn1c(=O)n(Cc2ccccc2)c(=O)c2cccnc21	-25	-0.8	4	-3	-15
48	Cc1ccc(F)cc1CNC(=O)C1CCC(=O)N(CCc2ccccc2)C1 (stereo unspecified)	-18	10	-8	-32	-13

cpd	V1aR counter	CHO-K1 Ca ag	OXTR potentiator	CHO-K1 Ca PAM
37	nt	1.1	nt	6
38	0.3	0.5	-7	6
39	-0.1	0.9	-7	16
40	0.5	0.7	3	8
41	-0.4	0.9	-1	21
42	0.2	0.4	-3	10
43	-0.2	-0.2	-16	-4
44	-0.8	0.2	-4	20
45	-0.2	0.5	-1	2
46	0.1	-0.4	-9	-24
47	-0.1	2.3	-11	21
48	1.5	0.3	-10	-5

Taken from above.
Value of COc1cccc(N2CCN(C3C4CC5CC(C4)CC3C5)CC2)c1 (stereo unspecified) under CHO-K1 Ca ag: 0.9
Value of CCOC(=O)Cn1c(=O)n(Cc2ccccc2)c(=O)c2cccnc21 under OXTR ag: -0.8

(next part)
cpd	Structure	TAAR1 antagonist	OXTR ag	GPR7 antagonist	CHO parental Ca	CHO-K1 Ca antag
49	CC(C)Oc1ccc(C2CC(=O)N(Nc3ccc([N+](=O)[O-])cc3[N+](=O)[O-])C2=O)cc1 (stereo unspecified)	-2	-1.9	-1	-6	-9
50	CCOC(=O)/C(N=Nc1c(Br)cc(Br)cc1Br)=C(\C)O	-7	-1.1	4	-13	-5
51	CCn1c(=O)cc(OCC(=O)NCCCN2CCC(C)CC2)c2ccccc21	-2	0.4	-7	-3	-11
52	CCOc1ccccc1CNC(=O)CCN1C(=O)COc2ccccc21	-4	-0.4	7	0	-6

cpd	V1aR counter	CHO-K1 Ca ag	OXTR potentiator	CHO-K1 Ca PAM
49	0.1	1.1	4	16
50	-1.6	1.1	-7	16
51	-0.1	0.7	2	21
52	-0.5	0.8	-6	16
